# GLA spleen mod: inhibitors or activators of human alpha-galactosidase in spleen homogenate; Potency, µM (series often up to 80 µM), for inactives: at the highest dose activity change, negative = inhibition, most hits filed as inhibitors; P06280; 240,000 compounds, 0.008% hits; AID 2107; human spleen homogenate, 4MU-alpha-Gal fluorescence, 40 min;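 further: potency means the concentration at half of the fitted maximal effect; 0% = enzyme with vehicle and -100% = no enzyme basal signal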
#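 Human spleen homogenate (1 ug) as enzyme source, 4-methylumbelliferyl-alpha-D-galactopyranoside 1 mM final, citrate/phosphate pH 5.0 with 0.01% Tween-20. Compounds 40 min at 37C, NaOH/glycine stop; fluorescence Ex 365/Em 440, Hill-fit AC50.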
# NPSR antagonist: antagonists of human neuropeptide S receptor cAMP signaling; Q6W5P4; CHO-NPSR cells, cAMP TR-FRET, antagonist mode; Potency, µM (series often up to 38.3 µM), inactives show at the highest dose activity change, negative = inhibition, usual class: inhibitors; 220,000 compounds, 1% hits; further: potency means the concentration at half of the fitted maximal effect; on the % scale 0 is the no-effect control and ±100 the full control effect; nearly all actives have a fitted effect of over 50% in size; many of its hits are not listed in these tables
# Target sequence (Q6W5P4 whole entry, looked up): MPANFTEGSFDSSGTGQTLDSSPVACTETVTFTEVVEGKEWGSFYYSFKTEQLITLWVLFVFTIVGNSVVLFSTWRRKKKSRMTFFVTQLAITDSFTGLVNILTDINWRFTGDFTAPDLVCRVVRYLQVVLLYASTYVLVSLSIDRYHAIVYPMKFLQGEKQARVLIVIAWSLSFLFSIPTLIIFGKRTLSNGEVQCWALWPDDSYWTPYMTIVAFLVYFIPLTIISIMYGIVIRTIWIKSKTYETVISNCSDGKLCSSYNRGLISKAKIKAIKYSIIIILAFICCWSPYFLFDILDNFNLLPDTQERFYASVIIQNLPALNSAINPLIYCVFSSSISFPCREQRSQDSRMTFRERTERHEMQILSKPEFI
# Tau fibril FP: tau fibrillization inhibition (FP). P10636. K18 P301L tau heparin fibrillization, Alexa594 FP, 6 h. Potency, µM (series often up to 57.7 µM), inactives show top-dose activity, negative = inhibition, usual class: inhibitors. 280,000 compounds, 0.39% hits. AID 1468; further: potency means the concentration at half of the fitted maximal effect; on the % scale 0 is the no-effect control and ±100 the full control effect; nearly all actives have a fitted effect of over 55% in size
#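 Compound effects on tau fibrillization are measured by Alexa 594 fluorescence polarization (ex 555, em 632 nm). K18 P301L tau is used at 15 uM with 0.24 uM labeled tracer, and 20 uM heparin induces aggregation over 6 hr at 37 C.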
# Epigenetic derep: epigenetic control regulation, reporter derepression; 280,000 compounds, 0.2% hits; AID 1865; murine LDR cells, GFP reporter derepression, 30 h; Potency, µM (highest dose often 53.9 µM), without a hit: top-dose GFP activation, hits mostly activators; further: potency means the concentration at half of the fitted maximal effect; % of control where 0% means no effect; nearly all actives have a fitted effect of over 60% in size
#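 Reporter derepression read as number of fluorescent GFP-positive objects, 20-120 um in size, counted by laser-scanning cytometer. Mouse LDR line with an epigenetically silenced CMV-GFP locus; compound incubation 30 h, 37 C.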
# Tau fluor counter: counter-screen for tau fibril formation inhibitors. tau K18 P301L (four-repeat tau fragment) Alexa594 fluorescence, heparin fibrillization. Potency, µM (series often up to 57.7 µM), for the others: at the highest dose activity change, negative = decrease. 280,000 compounds, 0.93% hits. AID 1463; further: potency means the concentration at half of the fitted maximal effect; on the % scale 0 is the no-effect control and ±100 the full control effect; nearly all actives have a fitted effect of over 55% in size
#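 Human K18 P301L tau (15 uM unlabeled plus 0.24 uM Alexa 594-labeled, final) in 100 mM sodium acetate pH 7 was mixed with compound and 20 uM heparin and incubated 6 hr at 37 C.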
# TR SRC2 fluor cs: Texas Red fluorescence interference in TRb-SRC2 counter-screen. TRb/SRC2 Texas Red total fluorescence interference. Potency, µM (titrated, usually from 106 µM), for the others: top-dose fluorescence change, negative = quenching. 280,000 compounds, 0.29% hits. AID 1479; active means well fitted curve in either direction with a large enough effect; inconclusive means small, poorly fitted or top-dose-only effect; further: potency means the concentration at half of the fitted maximal effect; on the % scale 0 is the no-effect control and ±100 the full control effect
#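 Human TRb ligand-binding domain at 0.6 uM with 20 nM Texas Red SRC2 peptide in Tris buffer containing 1 uM T3 and 5% DMSO, incubated with compound 5 h at ambient temperature. Total fluorescence (555/632 nm) calculated as parallel + 2 × perpendicular.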
# TRb SRC2 PPI: TRbeta-SRC2 interaction inhibition. TRbeta-SRC2 peptide binding, fluorescence polarization; receptor liganded with 1 µM T3. Potency, µM (series often up to 106 µM), for the others: at the highest dose activity change, negative = inhibition, most hits filed as inhibitors. 280,000 compounds, 0.065% hits. AID 1469;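 further: potency means the concentration at half of the fitted maximal effect; plate controls were bound peptide for no effect and peptide without receptor for full effect; nearly all actives have a fitted effect of over 50% in size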
#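 Assay buffer: 20 mM Tris-HCl, 100 mM NaCl, 10% glycerol, 1 mM EDTA, 0.01% NP-40, 1 mM DTT, 1 uM T3, 5% DMSO; TRb LBD 0.6 uM, Texas Red SRC2 20 nM; FP after 5 hr.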
# CBFb RUNX1 block: inhibitors of human CBF-beta and RUNX1 interaction; Q01196+Q13951; AlphaScreen CBFb-His/RUNX1-biotin binding, biochemical; Potency, µM (top dose mostly 59.8 µM), for inactives: at the highest dose activity, negative = inhibition, usual class: inhibitors; 230,000 tested, under 10 active; further: % of control where 0% means no effect
# Target sequence (Q01196 whole entry, looked up): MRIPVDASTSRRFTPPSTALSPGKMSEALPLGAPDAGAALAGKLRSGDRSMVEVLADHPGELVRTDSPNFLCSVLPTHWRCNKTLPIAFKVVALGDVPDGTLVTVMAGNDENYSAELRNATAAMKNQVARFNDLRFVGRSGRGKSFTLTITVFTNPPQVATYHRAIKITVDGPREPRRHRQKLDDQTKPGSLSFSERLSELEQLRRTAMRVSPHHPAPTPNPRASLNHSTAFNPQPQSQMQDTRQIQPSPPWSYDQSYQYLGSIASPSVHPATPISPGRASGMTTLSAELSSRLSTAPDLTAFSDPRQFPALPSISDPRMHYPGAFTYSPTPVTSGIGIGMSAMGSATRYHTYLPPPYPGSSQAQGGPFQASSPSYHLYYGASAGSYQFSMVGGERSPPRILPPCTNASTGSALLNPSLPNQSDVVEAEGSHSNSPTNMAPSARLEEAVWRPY
# Target sequence (Q13951 whole entry, looked up): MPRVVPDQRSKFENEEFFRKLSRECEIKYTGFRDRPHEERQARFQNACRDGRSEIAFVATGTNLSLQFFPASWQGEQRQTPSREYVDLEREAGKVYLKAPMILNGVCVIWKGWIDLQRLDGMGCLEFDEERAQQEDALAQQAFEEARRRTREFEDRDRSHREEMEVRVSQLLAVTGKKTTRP
#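 Read-out: AlphaScreen. Format: His-CBF-beta with biotinylated RUNX1 (30 nM each) preincubated 20 min, compound 15 min, Ni-chelate plus streptavidin beads 90 min; room temperature throughout.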
# * = called active by the depositor; ? = inconclusive; / = not tested or not shown; & = joins results of further samples; [ ] = remark or other dose. Unless noted, the call rests on the fitted dose curve; in most records, active means well fitted curve in the direction sought with a large enough effect; inconclusive means small, poorly fitted or top-dose-only effect, or another doubt; inactive means no such curve, though single readings can be large; an effect the other way counts as inactive or inconclusive. An excerpt; rates above refer to the full screens.
SMILES,GLA spleen mod,NPSR antagonist,Tau fibril FP,Epigenetic derep,Tau fluor counter,TR SRC2 fluor cs,TRb SRC2 PPI,CBFb RUNX1 block
Cc1cc(C)c(NC(=O)COC(=O)c2ccc([N+](=O)[O-])s2)c(C)c1,-2%,7%,8%,-7.7%,9%,-1%,8%,-4%
CNC(=O)c1c(NC(=O)C(C)C)sc2c1CCC2,-10%,-5%,7%,-6.8%,-20%,-1%,-4%,5%
CN=c1scc(C)n1/N=C/c1ccc(O)cc1O,-6%,-18%[46.1 µM],11%,-2.0%,?,-15%,-9%,-18%
CCc1cccc(NC(=O)c2cc(OC)c(OC)c(OC)c2)c1,1%,-1%,-2%,-0.6%,-14%,-2%,3%,7%
COc1ccc(-n2nc(C(=O)NCCc3ccc(OC)c(OC)c3)c3c4ccccc4n(C)c3c2=O)cc1,/,/,-12%,2.9%,-20%,-1%,3%,/
S=c1nc(-c2sccc2OCc2ccc(Cl)cc2Cl)[nH][nH]1,1%,-17%,8%,2.6%,-16%,-5%,-8%,-2%
CNC(=O)CSc1nnc(-c2cccc(S(=O)(=O)N3CCOCC3)c2)n1-c1ccc(F)cc1,3%,-13%[46.1 µM],3%,0.0%,4%,2%,-2%,12%
Cc1ccc(-n2c(=O)c3sccc3n(Cc3cc(=O)n4cc(Cl)ccc4n3)c2=O)cc1F,17%,-13%[46.1 µM],11%,0.0%,-6%,7%,7%,-4%
O=c1[nH]c(NCCO)nc2c1C1(CCCC1)Cc1ccccc1-2,?,-3%[46.1 µM],-3%,-0.8%,-27%,-7%,0%,-1%
O=c1ccn(Cc2ccccc2Cl)cc1,-10%,-6%[46.1 µM],1%,0.0%,4%,-1%,-4%,1%
COc1ccc(C2CC(c3ccccc3)=NN2C(=O)COC(=O)c2cccnc2)cc1 (stereo not given),-3%,-17%[46.1 µM],3%,0.0%,-8%,-2%,1%,-12%
S=c1[nH]nc(-c2ccc(Cl)cc2)n1-c1cccnc1,-17%,-12%,7%,-1.1%,-2%,-8%,1%,-3%
O=C(CN1CCC(n2nnc3cc(C(F)(F)F)ccc32)CC1)NCc1cccs1,2%,-2%,5%,-1.0%,-4%,-2%,-11%,1%
COc1ccc(-c2csc(N(CC3CCCO3)C(=O)c3cccs3)n2)cc1 (stereo not given),0%,?,-15%,0.7%,?,3%,2%,8%
COc1ccc(NC(=O)c2cc(C)on2)cc1,-6%,1%,-3%,1.1%,-7%,-1%,-2%,2%
CCc1ccc(CNCc2ccc(OCC(O)CN(C)Cc3ccccc3)cc2)nc1 (stereo not given),4%,-17%,2%,-0.4%,-4%,-1%,-8%,-4%
O=C(Nc1ccccc1OC(F)(F)F)c1ccc([N+](=O)[O-])cc1,3%,20%,4%,-1.0%,-19%,-2%,1%,7%
C/C(=N\NS(=O)(=O)c1ccccc1)c1ccccc1,-2%,-10%,-3%[2.34 µM],-0.1%,9%[2.34 µM],-2%,-3%,5%
Cn1c(SCC(=O)NCc2cccs2)nnc1-c1cccs1,18%,-7%[46.1 µM],3%,-0.7%,3%,0%,-10%,-4%
C/C=C/C=C/C(=O)N1CC2(CC(c3cccc(NC(=O)/C=C/C)c3)=NO2)C[C@@H]1C(N)=O (stereo not given in full),5%,18%,-9%,-1.6%,9%,0%,8%,2%

# Exported with tabs: entries from further up.
SMILES	GLA spleen mod	NPSR antagonist	Tau fibril FP	Epigenetic derep	Tau fluor counter	TR SRC2 fluor cs	TRb SRC2 PPI	CBFb RUNX1 block
CNC(=O)CSc1nnc(-c2cccc(S(=O)(=O)N3CCOCC3)c2)n1-c1ccc(F)cc1	3%	-13%[46.1 µM]	3%	0.0%	4%	2%	-2%	12%
Cc1ccc(-n2c(=O)c3sccc3n(Cc3cc(=O)n4cc(Cl)ccc4n3)c2=O)cc1F	17%	-13%[46.1 µM]	11%	0.0%	-6%	7%	7%	-4%
O=c1[nH]c(NCCO)nc2c1C1(CCCC1)Cc1ccccc1-2	?	-3%[46.1 µM]	-3%	-0.8%	-27%	-7%	0%	-1%
O=c1ccn(Cc2ccccc2Cl)cc1	-10%	-6%[46.1 µM]	1%	0.0%	4%	-1%	-4%	1%
COc1ccc(C2CC(c3ccccc3)=NN2C(=O)COC(=O)c2cccnc2)cc1 (stereo not given)	-3%	-17%[46.1 µM]	3%	0.0%	-8%	-2%	1%	-12%
S=c1[nH]nc(-c2ccc(Cl)cc2)n1-c1cccnc1	-17%	-12%	7%	-1.1%	-2%	-8%	1%	-3%
O=C(CN1CCC(n2nnc3cc(C(F)(F)F)ccc32)CC1)NCc1cccs1	2%	-2%	5%	-1.0%	-4%	-2%	-11%	1%
COc1ccc(-c2csc(N(CC3CCCO3)C(=O)c3cccs3)n2)cc1 (stereo not given)	0%	?	-15%	0.7%	?	3%	2%	8%
COc1ccc(NC(=O)c2cc(C)on2)cc1	-6%	1%	-3%	1.1%	-7%	-1%	-2%	2%
CCc1ccc(CNCc2ccc(OCC(O)CN(C)Cc3ccccc3)cc2)nc1 (stereo not given)	4%	-17%	2%	-0.4%	-4%	-1%	-8%	-4%
O=C(Nc1ccccc1OC(F)(F)F)c1ccc([N+](=O)[O-])cc1	3%	20%	4%	-1.0%	-19%	-2%	1%	7%

# The list goes on:
SMILES,GLA spleen mod,NPSR antagonist,Tau fibril FP,Epigenetic derep,Tau fluor counter,TR SRC2 fluor cs,TRb SRC2 PPI,CBFb RUNX1 block
CNC(=S)NN(C)c1nc(C)cc(C)n1,-9%,14%,9%,-0.9%,3%,-3%,5%,-4%
O=C(Nc1ccc2oc(-c3ccc4ccccc4c3)nc2c1)c1cc(Cl)ccc1Cl,/,/,-16%,1.6%,?,?,?,/
Cn1cc(S(=O)(=O)c2cccc(Cl)c2)c(=O)c2cc(F)c(N3CCCCCC3)cc21,/,/,4%,0.0%,-8%,-19%,0%,/
O=C(/C=C/Nc1ccccc1Oc1ccccc1)c1ccco1,-8%,-37%,-10%,?,?,-5%,-6%,0%
O=C1c2cccnc2Nc2ccccc2N1CCCF,5%,-8%[46.1 µM],-4%,-2.3%,1%,-1%,-3%,2%
CN(C(=O)c1cccc(C#N)c1)c1nnc(-c2cnccn2)s1,0%,-8%[46.1 µM],7%,-1.0%,1%,0%,3%,3%
Brc1ccc(CSc2ccc3nnc(-c4ccccn4)n3n2)cc1,5%,-21%,8%,1.0%,-4%,-2%,0%,-2%
CCN(CC)C(=O)CN1C(=O)C2(NC(=O)c3ccccc3N2)c2ccccc21 (stereo not given),5%,-4%,-10%,1.0%,-2%,-3%,-6%,8%
COC(=O)[C@@]1(Cc2ccc(OC)cc2)[C@H]2c3cc(C(=O)N(C)C)n(CCSCCO)c3C[C@H]2CN1C(=O)c1ccccc1,1%&6%,-14%,-4%&6%,8.7%&1.6%,-4%&-4%,0%&-1%,7%&4%,2%[2.36 µM]
Cc1ccc(C(=O)N/N=C\c2ccc([N+](=O)[O-])o2)cn1,-4%,23%,-5%,-0.8%,-25%,-3%,5%,?
O=[N+]([O-])c1ccccc1N/N=C1\CCc2ccccc21,5%,14%,5%,-0.1%,-17%,-3%,-4%,-7%
COc1ccc(NC(=O)c2ccc(OC)cc2)cc1,11%,2%[46.1 µM],7%,-1.0%,1%,-1%,10%,3%
O=C(COC(=O)c1ccc[nH]c1=O)NC1CCCc2ccccc21 (stereo not given),0%,15%,-4%,0.0%,-9%,-3%,-4%,22%
Cc1ccn2cc(-c3ccc(S(=O)(=O)N4CCOCC4)cc3)nc2c1,6%,-2%[46.1 µM],-1%,-3.9%,0%,3%,-15%,9%
COc1cccc(NS(=O)(=O)c2ccc3[nH]cc(C(=O)NC(C)c4ccccc4)c(=O)c3c2)c1 (stereo not given),/,/,7.9µM*,-2.5%,?,-1%,1%,/
CNc1nc(SC)n(C)c(=O)c1N=O,1%,-26%,-5%,0.3%,-12%,1%,8%,6%
COc1cccc(C(=O)Nc2ccc(S(=O)(=O)N(Cc3ccccc3)c3ccccc3)cc2)c1,/,/,10µM*,-2.4%,?,2%,-3%,/
Cc1cccc(C(=O)Nc2ccc3nc(SCCOc4ccccc4)sc3c2)c1,/,/,?,-1.6%,-29%,-4%,-1%,/
CC(C)CCNC(=O)c1cccc(C(=O)NCCC(C)C)c1,1%,-6%[46.1 µM],-5%,-1.3%,-5%,0%,-5%,0%
CC1Cc2cc(/C(O)=C3/C(=O)C(=O)N(CCN4CCOCC4)C3c3ccc(C(C)C)cc3)ccc2O1 (stereo not given),-2%,-26%,4%,1.1%,13%,-4%,-5%,17%
C[n+]1ccccc1/C=N\O,3%[29.1 µM],/,/,-0.4%[16.9 µM],/,0%[53 µM],-3%[53 µM],-11%[21.7 µM]
CCOc1ccccc1N1CCN(C(=O)c2csc(C)c2CC)CC1,-13%,-31%,4%,-0.4%,-3%,-5%,-1%,4%
COc1ccc(/C=N/NC(=S)Nc2ccccc2)cc1COc1ccc(F)cc1,4%,-8%,-3%,0.0%,-2%,-1%,4%,-1%
Cc1ccc(CN2CCc3nc(N4CCN(C)CC4)ncc3C2)s1,/,/,9%,10%,5%,-1%,3%,/
O=S(=O)(NCc1ccccn1)c1cccc2nsnc12,2%,-9%[46.1 µM],-11%,7.0%,-6%,-2%,-11%,0%
CC(Oc1ccccc1F)c1ccnc2nc(/N=C/N(C)C)nn12 (stereo not given),1%,8%,1%,-2.1%,4%,1%,-9%,12%
O=C(CSc1nnc(-c2ccncc2)o1)NC1C2CC3CC(C2)CC1C3 (stereo not given),-4%,-2%,3%,-1.0%,-1%,-3%,-5%,5%
CCOc1ccccc1N(CC)C(=O)Cn1ncc2c(=O)oc3ccccc3c21,3%,-4%[46.1 µM],5%,-1.0%,0%,-4%,6%,-1%
COc1ccc(-c2nc3scc(CCNS(=O)(=O)c4ccc(Oc5ccccc5)cc4)n3n2)cc1,/,/,-15%,3.9%,-18%,-1%,-3%,/

# Compound activity from PubChem.
